Bioassay records deposited in PubChem by several laboratories.
MT stabilizer: microtubule stabilizers in HeLa cells; % tubulin-high responders, % at 10 µM; hit rate 0.83% among 200,000; HeLa tubulin immunostaining HCS, 24 h; share of cells brighter than vehicle mean+2SD;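 active = plate Z-score above 3 for both tubulin-high and condensed-nucleus cell shares, with cell loss under 80%, at 10 µM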;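 also: anti alpha tubulin signal scored within the nucleus-defined area of each cell; some results filed as inactive read as strong as hits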
Dynein transport: dynein cargo transport inhibition; 3617.4 mouse cells, GR-EGFP nuclear translocation imaging; test concentration mostly 20 µM; stimulated with dexamethasone, 1 µM; active compounds read low; z-score, hits read low; hit rate 0.47% among 220,000; AID 1381;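 active = plate z-score of nuclear minus cytoplasmic receptor signal below a set negative limit, without overly bright fluorescence or cell loss, cut at about -3.5 in these data, passing the limit was not always enough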;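 also: z-score of nuclear minus cytoplasmic ring GR-EGFP intensity difference per well; some compounds called inactive have numbers as strong as hits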
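Buffer or medium: tet-free, stripped-serum medium; reagent: dexamethasone at 1.0 µM final, 30 min; incubation: 48 h induction, 1 h compound, 30 min dex at 37 °C; measured by: formaldehyde fixation, Hoechst nuclear stain, 10x automated fluorescence imaging; read-out: nuclear-to-cytoplasmic GR-EGFP distribution per well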
b-catenin transl: modulators of beta-catenin nuclear translocation; HeLa beta-catenin nuclear translocation, immunofluorescence imaging; nuclear translocation activity, % at 5 µM; hit rate 0.3% among 190,000; AID 1665;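 active = nuclear translocation activity above 50% at 5 µM, with a well cell count of 50 or more; inconclusive = wells under 50 cells across six images, flagged as toxic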;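 also: per-cell ratio of nuclear to cytoplasmic median beta-catenin stain intensity; plate controls were DMSO negative control for no effect and GSK-3 inhibitor IX positive control for full effect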
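Test system: human HeLa cells, endogenous beta-catenin. Times: 24 h compound exposure, 37°C. Measured by: beta-catenin immunofluorescence imaging with DAPI.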
M17LAP inhibition: P. falciparum M17LAP inhibitors, primary screen, biochemical, fluorogenic H-Leu-NHMec substrate, 1536-well (AID 1619) | hit rate 0.38% among 220,000 | recombinant M17LAP, H-Leu-NHMec fluorogenic kinetic assay; higher % means a stronger effect | one-dose inhibition, % at 30 µM; IC50 in µM for titrated hits;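 active = compound inhibiting the enzyme by more than half at any dose during confirmatory dose-response retesting; inconclusive = strong single-dose inhibitors picked by rank but not retested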;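 also: plate controls were full reaction with DMSO carrier for no effect and no enzyme background for full effect; strong numbers were not always called active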
M1AAP inhibition: malaria alanyl aminopeptidase activity blockers – biochemical, fluorogenic H-Leu-NHMec substrate, 1536-well (AID 1445); one-dose inhibition, % at 30 µM; IC50 in µM for titrated hits; recombinant M1AAP, H-Leu-NHMec fluorogenic kinetic assay; higher % means a stronger effect; hit rate 0.42% among 220,000;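 active = primary inhibition above the hit cutoff, then over 50% inhibition at one or more dose response concentrations, cut at about 23% in these data, passing the limit was not always enough; inconclusive = conflicting primary data, or primary hits not chosen for dose response; inactive = low primary inhibition, or under 50% at every dose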;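 also: plate controls were DMSO full reaction for no effect and no enzyme background for full effect; strong numbers were not always called active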
ER stress rescue: protection against thapsigargin-triggered cell killing – 384-well, CSM14.1, ATP luminescence, primary screen (AID 1222); CSM14.1 thapsigargin-induced death rescue, ATP luminescence; higher % means a stronger effect; one-dose cellular ATP content (survival), % at 20 µM; EC50 in µM for titrated hits; 190,000 tested, under 10 active;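 active = EC50 below 50 µM in the dose-response confirmation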;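 also: death triggered by thapsigargin at about 15 µM added after 2 h compound pretreatment; cell ATP read after overnight thapsigargin exposure of roughly 18 to 22 hours; normalized against plate controls of thapsigargin alone and 5% DMSO vehicle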
Ins promoter up: MIN6 insulin promoter up-regulation; MIN6 insulin promoter-GFP reporter, high-content imaging; active compounds read high; z-score at 5 µM; hit rate 0.3% among 190,000; AID 1625;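 active = z-score above 3 at 5 µM with at least 500 cells counted in the well; inconclusive = wells under 500 cells, flagged as cytotoxic or low count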
K1F lysis inhibition: protection from phage-mediated lysis, alamar blue read-out – E. coli UTI89, K1F phage, bacterial capsule biogenesis inhibitors (AID 488966). E. coli UTI89 K1F phage lysis, alamar blue, 2 h; higher % means a stronger effect. one-dose inhibition, % at 100 µM; IC50 in µM for titrated hits. hit rate 0.02% among 340,000;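 active = phage lysis inhibition, versus mean bacterial control, above a set limit; inconclusive = no clear call, values can overlap the other calls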;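 also: capsule biogenesis inhibitors block K1F phage lysis so surviving cells raise fluorescence; higher fluorescence means more inhibition of phage lysis; actives were called in the ten point dose series up to 300 µM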
Autophagy mod: autophagy modulation, high-content screen; MEF GFP-LC3 puncta imaging; test concentration mostly 10 µM; calls only at 10 µM (by protocol); hit rate 0.98% among 190,000;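 active = percentage of spot-positive cells more than 3 SD above its plate mean, without a fluorescence outlier flag or 80% toxicity; inconclusive = no clear call, values can overlap the other calls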;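 also: spot-positive cell cutoff set from DMSO-treated cells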
Dynein transport cytoplasmic EGFP: further read-out of Dynein transport, marked with its call; z-score; measured here: cytoplasmic GR-EGFP intensity; active compounds read high
Dynein transport nuclear GR-EGFP: further read-out of Dynein transport, marked with its call; z-score; measured here: nuclear GR-EGFP intensity;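 lower value marks the stronger effect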
Dynein transport cell count: second read-out of Dynein transport, no call of its own (marks repeat the call); z-score; measured here: cell count per field
Ins promoter up cell count: further read-out of Ins promoter up, marked with its call; cell count; measured here: cytotoxicity, nuclei count;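 total cells summed across four imaged fields per well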
b-catenin transl cell count 5 µM: recorded beside b-catenin transl, whose call it bears; cell count; measured here: cell count, cytotoxicity flag
MT stabilizer Hoechst-high %: second read-out of MT stabilizer, no call of its own (marks repeat the call); % Hoechst-high responders; measured here: nuclear condensation Hoechst responders;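 share of cells brighter than vehicle mean plus two SD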
MT stabilizer cytotoxicity %: second read-out of MT stabilizer, no call of its own (marks repeat the call); toxicity, %; measured here: cytotoxicity by cell density;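 0% = mean cell density of plate MIN control wells and 100% = no cells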
Autophagy mod cell loss 18 h: further read-out of Autophagy mod, marked with its call; toxicity, %; measured here: cell loss, nuclei count;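 cell loss after 18 h compound exposure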
* hit, by the source's call; i = inactive; u = inconclusive; x = not tested or not shown; + = active, no number; [ ] = remark or other dose.

SMILES	MT stabilizer	MT stabilizer Hoechst-high %	MT stabilizer cytotoxicity %	Dynein transport	Dynein transport cytoplasmic EGFP	Dynein transport nuclear GR-EGFP	Dynein transport cell count	b-catenin transl	b-catenin transl cell count 5 µM	M17LAP inhibition	M1AAP inhibition	ER stress rescue	Ins promoter up	Ins promoter up cell count	K1F lysis inhibition	Autophagy mod	Autophagy mod cell loss 18 h
Cc1ccc(SC(C)C(=O)N2CCCC2)cc1 (stereo unspecified)	4.2	2.1	8.8	-0.0219	-0.215	0.206	1.34	0.9	1115	-0.2%	2.6%	-2.2%	-0.13	1919	0.5%	i	-3.9
Cc1cccc(NC(=O)Cc2noc3ccccc23)c1C	4.2	1.8	4.8	-0.226	-0.325	-0.504	0.742	x	x	19.1%	-1.9%	-0.8%	-0.15	1300	0.3%	i	14.2
CCOc1ncccc1C(=O)Nc1cccc(C(=O)Nc2cccc(S(=O)(=O)CCO)c2)c1	5.4	3.5	7.5	-0.427	-0.2	-0.0934	0.362	-2.1	957	4.2%	4.3%	-0.4%	-0.84	1250	0.5%	i	-9.7
O=c1c2cc(-c3ccccc3)sc2nc2n1N=C(c1cccs1)CS2	x	x	x	0.563	-0.0582	0.297	0.299	0.3	1304	-4.0%	-2.8%	x	0.28	940	x	x	x
O=C(NC12CC3CC(CC(C3)C1)C2)c1cnccn1	2.4	2.4	21.9	0.774	-0.205	0.541	0.686	x	x	17.4%	14.2%	-3.2%	0.85	1167	0.5%	i	3.1
COc1cc2nc(CN(CCC(C)C)Cc3nc4cc(OC)c(OC)cc4c(=O)[nH]3)[nH]c(=O)c2cc1OC	3.4	1.9	8.9	0.171	0.187	0.0926	-0.148	11.7	1423	0.7%	7.7%	1.9%	-1.41	1386	5.1%	i	-12.2
COc1ccc(-c2[nH]ncc2CN(C)Cc2cccnc2)c(OC)c1	2.3	2.5	1.5	-0.905	-0.326	-0.639	0.909	-1.1	1022	5.6%	2.7%	0.0%	-0.52	1500	0.5%	i	5.9
COC(=O)n1ccc(C(=O)Nc2ccccc2F)n1	3.6	1.7	3.2	-0.332	-0.219	-0.00458	0.313	-2.6	999	1.1%	6.6%	-0.1%	0.42	1431	-0.1%	i	-1.7
CCOC(=O)c1ccc(-n2c(C)nc3c(cnn3-c3ccccc3Cl)c2=O)cc1	1.0	1.8	5.0	-0.697	-0.29	-0.348	0.915	x	x	3.6%	-2.2%	0.9%	-0.91	917	0.2%	i	6.7
COc1ccc(S(=O)(=O)N2CCC(C(=O)NCC3CCCO3)CC2)cc1OC (stereo unspecified)	5.0	0.5	3.8	0.78	-0.227	0.756	-1.31	3.4	1008	0.6%	4.9%	3.9%	0.84	1477	x	i	7.0
CCOC(=O)c1c(C)[nH]c(C(=O)Cn2c(=O)c3c(ncn3CC)n(Cc3ccccc3)c2=O)c1C	2.5	1.1	4.0	0.312	-0.192	0.334	0.352	0.9	1141	-3.5%	5.5%	4.2%	x	x	3.3%[50 µM]	i	-8.2
CC(=O)CC1(O)C(=O)N(CN2CCN(c3ccccc3)CC2)c2ccccc21 (stereo unspecified)	2.1	1.3	8.0	0.72	-0.156	0.455	-0.374	-1.9	1149	-8.4%	0.5%	-0.7%	0.29	1369	0.0%	i	-1.0
COC1=C(Nc2ccc(OC)cc2)C(=O)c2ccccc2C1=O	3.6	6.0	0.3	0.964	-0.281	0.477	-0.774	-2.6	505	-7.3%	8.6%	-2.8%	-0.11	1130	1.9%[50 µM]	i	15.6
COC(=O)c1ccc(C2=NOC(C)(c3sc(-c4ccccc4)nc3C)C2)cc1 (stereo unspecified)	x	x	x	-0.493	-0.755	-0.0744	0.425	-0.5	1282	8.0%	-1.5%	x	-0.28	1039	0.6%	x	x
O=C(Nc1nnc(C2CCCC2)s1)C1CCC1	1.6	1.3	4.5	0.336	-0.0246	0.205	0.176	-4.3	977	13.9%	4.5%	-0.4%	0.16	1314	6.5%	i	5.2
CSc1ccc(/C=C/c2cc(=O)c3ccccc3[nH]2)cc1	4.1	3.3	1.1	-0.922	-0.191	-0.222	0.386	-1.9	557	-2.6%	10.2%	-3.2%	-0.08	1091	2.5%	i	4.7
Cc1nc2ccc(NC(=O)Cc3ccc4c(c3)OCCO4)cc2s1	8.7	1.2	12.0	-1.06	-0.306	-0.798	1.03	2.0	1034	26.2%	3.4%	1.5%	-0.19	1404	-1.6%	i	3.3
COC(=O)c1scc(S(C)(=O)=O)c1-n1cccc1	x	x	x	-0.0369	-0.231	0.367	0.353	-1.5	1345	13.8%	7.2%	x	0.16	1046	x	x	x
Cc1ccc(C)c(SCc2noc(C(=O)NC(C)C)c2C(=O)O)c1	4.9	2.4	10.7	-1.22	-0.189	-1.03	1.92	1.3	1248	9.4%	3.3%	3.5%	0.4	1547	0.4%	i	-0.8
COc1ccc(Nc2nc(N)nc(SCc3nnc(C)s3)n2)cc1	1.2	0.7	8.2	-0.0615	-0.201	-0.223	0.286	2.8	1157	-3.5%	10.7%	-1.2%	0.38	1218	3.8%	i	1.0
CCOC(=O)c1c(NC(=O)CSc2nnc(CN3CCOCC3)n2C)sc2c1CCCC2	4.1	3.6	6.3	-0.202	-0.0874	-0.199	0.11	x	x	6.2%	14.1%	x	x	x	-0.2%	i	-13.5
Cc1nnc(C)c2c(C)n(-c3cccc4cccnc34)c(C)c12	1.8	2.4	3.5	-0.461	-0.212	-0.35	-0.0942	0.9	1548	0.2%	-0.8%	-0.2%	-0.19	1146	x	i	-6.8
O=C(O)Cc1sc(-c2ccccc2)nc1-c1ccccc1	1.0	1.8	2.3	0.394	-0.18	-0.362	-0.0785	x	x	-0.6%	9.8%	-2.2%	x	x	0.2%	i	24.5
Cc1nnc(SCc2ccccc2Cl)n1CC1CCCO1 (stereo unspecified)	1.8	2.0	9.1	-0.0135	-0.078	0.302	-0.663	x	x	-5.2%	0.8%	-1.1%	x	x	-0.1%	i	-1.2
Cc1cccc(OCC(=O)NCc2cc(C)nc3ccccc23)c1	2.4	2.0	5.3	-0.782	-0.291	-0.361	0.74	0.5	1109	3.5%	0.9%	-0.1%	-0.29	1045	0.3%	i	5.5
CCOc1ccc2c(C)c(C)c(=O)oc2c1OCC	1.4	0.7	9.3	0.239	-0.0553	0.0176	0.283	x	x	-1.8%	4.8%	-1.3%	x	x	-7.2%	i	4.6
CN1C(=O)N(c2nnc(C(C)(C)C)s2)C(=O)C1c1ccccc1 (stereo unspecified)	x	x	x	0.856	-0.285	0.354	-0.544	0.1	1268	-2.2%	-0.6%	x	0.66	1074	1.1%	x	x
CC(C)(C)Nc1c(-c2cccs2)nc2ccccn12	2.0	2.9	5.1	-0.896	-0.179	-0.307	0.374	-0.6	915	-130.4%	0.3%	1.4%	-0.21	1604	-0.1%	i	1.1
CC1CCCC(C)N1C(=O)CSc1nnnn1Cc1ccccc1 (stereo unspecified)	5.1	3.0	6.1	1.3	-0.194	1.2	-1.49	-6.0	988	2.5%	1.2%	0.3%	-1.6	1327	3.3%	i	16.7
Cc1c(Cl)cccc1N/C(=N/S(=O)(=O)c1cccs1)c1ccccc1	5.4	1.3	2.2	1.28	-0.138	0.587	-1.03	1.4	1022	1.9%	6.5%	2.4%	0.27	1625	-0.2%	i	15.9
O=C1CC(c2ccccc2)Cc2nc(N3CCc4ccccc43)ncc21 (stereo unspecified)	3.6	0.9	32.9	0.0334	-0.206	0.372	0.789	x	x	x	x	x	x	x	0.0%	i	-0.9
CCN(Cc1ccccc1)C(c1ccc(C)cc1)c1nnnn1C(C)(C)CC (stereo unspecified)	2.9	2.4	8.5	-0.642	-0.449	-0.105	0.599	-1.2	1443	5.1%	-3.0%	-0.9%	-2.39	885	0.1%	i	-13.5
Cc1noc(C)c1COc1ncnc2ccccc12	2.9	2.0	2.1	-1.01	-0.186	-0.619	0.659	-2.6	1090	3.3%	2.4%	1.3%	-0.96	1342	-0.4%	i	2.4
CCCOC1OC(=O)c2c1ccc(OC)c2OC (stereo unspecified)	2.2	2.3	8.8	2.16	0.107	1.56	-1.58	-0.1	1164	12.6%	10.6%	2.0%	-0.02	1564	0.3%	i	8.1
CCOC(=O)c1cnc(-n2nc(C)cc2C)nc1Oc1ccc(C(=O)OC)cc1	x	x	x	0.871	-0.0298	1.58	-0.634	0.7	1305	14.7%	2.2%	x	0.49	1063	x	x	x
O=C(/C=C/NNC(=O)c1ccc(Cl)cc1)c1ccccc1	2.2	1.8	12.7	-6.16*	0.814*	-2.28*	-0.0885*	-2.5	1163	-5.0%	11.3%	-2.1%	0.08	1511	-0.7%	i	2.7
CC(C)c1ccc(-n2c(-c3ccccc3)c[n+]3c2CCc2ccccc2-3)cc1	2.7	0.7	19.8	0.307	-0.0617	0.239	-0.49	1.9	821	25.3%	2.0%	-0.6%	u	x	-0.9%	+	24.7*
S=C1NCCOCCOCCOCCNC(=S)N2CCOCCOCCN1CCOCCOCC2	1.3	2.7	6.8	0.188	-0.219	0.00112	-0.315	0.1	959	6.8%	5.8%	-0.8%	1.06	1464	0.2%	i	17.2
Cc1cc(C)cc(NC(=O)C2(c3cccs3)CCOCC2)c1	1.5	2.0	2.1	0.224	-0.264	0.0924	0.368	-0.1	548	-1.4%	7.0%	13.4%	0.09	1446	0.5%	i	-0.1
